LYPLA1 inh – LYPLA1 (human) inhibition in PME1 counter-screen | O75608 | recombinant LYPLA1, FP-Rh probe fluorescence polarization | inhibition, % at 5.9 µM | actives 0.16% (n = 320,000) | AID 2174;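 active = inhibition above the mean of all tested compounds plus 3 SD, set per campaign, cut at about 14% in these data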;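 also: inhibitors block serine hydrolase probe labeling of LYPLA1 so polarization falls; 0% = enzyme with DMSO and 100% = wells lacking LYPLA1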
Target sequence (O75608 whole entry, looked up): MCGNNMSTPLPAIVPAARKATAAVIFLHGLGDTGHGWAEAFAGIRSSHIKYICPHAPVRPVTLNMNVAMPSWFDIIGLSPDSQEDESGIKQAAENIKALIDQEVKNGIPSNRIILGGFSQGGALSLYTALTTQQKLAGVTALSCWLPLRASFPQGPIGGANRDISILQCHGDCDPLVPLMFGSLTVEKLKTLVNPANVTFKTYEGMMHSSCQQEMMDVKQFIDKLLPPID
pPAFAH inh – pPAFAH (human) enzyme inhibition; Q13093; recombinant pPAFAH, FP-rhodamine probe fluorescence polarization; inhibition, % at 3.39 µM; actives 1.5% (n = 330,000);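 active = inhibition above the mean inhibition across the screen plus 3 SD, cut at about 25% in these data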;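 also: inhibitors block binding of the rhodamine activity-based probe so polarization drops; 0% = enzyme with DMSO and 100% = wells lacking pPAFAH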
PAFAH1B2 FP inh – inhibitors of human PAFAH1B2. P68402. recombinant PAFAH1B2, FP-rhodamine activity probe, fluorescence polarization. inhibition, % at 3.39 µM. actives 1.2% (n = 340,000). AID 492953;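 active = inhibition above the mean of all tested compounds plus 3 SD, cut at about 24% in these data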;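 also: 0% = enzyme with DMSO and 100% = wells lacking PAFAH1B2; many of its hits are not listed in these tables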
GSTO1 inh – blocks human GSTO1 in RBBP9 counter-screen. recombinant GSTO1, activity-based probe fluorescence polarization. P78417. actives 1.1% (n = 300,000). inhibition, % at 5.96 µM;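 active = inhibition above the campaign mean inhibition plus 3 SD, cut at about 35% in these data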;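 also: 0% = GSTO1-1 with DMSO and 100% = wells lacking GSTO1-1 enzyme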
PAFAH2 FP inh – inhibitors of human PAFAH2. Q99487. recombinant PAFAH2, FP-rhodamine activity probe, fluorescence polarization. inhibition, % at 3.39 µM. actives 0.99% (n = 340,000). AID 492956;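 active = inhibition above the mean over all tested compounds plus 3 SD, cut at about 30% in these data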;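 also: inhibitors block probe labeling of enzyme so polarization drops; 0% = enzyme with DMSO and 100% = wells lacking PAFAH2 protein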
PME-1 primary – PME-1 (human) inhibition | Q9Y570 | recombinant PME-1, FP-Rh probe fluorescence polarization | inhibition, % at 5.9 µM | actives 0.53% (n = 320,000);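 active = inhibition above the campaign mean of all compounds plus 3 SD, cut at about 26% in these data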;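 also: competitive labeling of PME-1 active site by serine hydrolase directed probe; 0% = PME-1 with DMSO and 100% = wells lacking PME-1 enzyme; inhibitors block probe labeling so polarization falls and inhibition rises; many of its hits are not listed in these tables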
Target sequence (Q9Y570 whole entry, looked up): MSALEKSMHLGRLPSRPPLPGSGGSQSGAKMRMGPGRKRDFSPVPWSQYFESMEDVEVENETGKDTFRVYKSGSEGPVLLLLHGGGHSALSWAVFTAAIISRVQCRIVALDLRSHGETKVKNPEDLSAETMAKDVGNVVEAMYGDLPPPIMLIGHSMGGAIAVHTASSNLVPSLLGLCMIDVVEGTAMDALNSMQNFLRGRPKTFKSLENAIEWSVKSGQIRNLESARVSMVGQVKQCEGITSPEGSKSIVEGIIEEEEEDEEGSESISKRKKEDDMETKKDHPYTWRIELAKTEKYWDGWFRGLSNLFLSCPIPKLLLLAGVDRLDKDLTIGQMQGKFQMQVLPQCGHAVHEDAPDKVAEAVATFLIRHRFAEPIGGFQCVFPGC
PAD4 inh – PAD4 (human) enzyme inhibition; Q9UM07; recombinant PAD4, RCA probe fluorescence polarization; inhibition, % at 6.36 µM; actives 0.41% (n = 330,000);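 active = percent inhibition above a cutoff equal to the mean of all tested compounds plus 3 SD, cut at about 15% in these data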;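 also: 0% = PAD4 with RCA probe and DMSO and 100% = probe without PAD4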
LYPLA2 inh – counter-screen for PME1 inhibitors: inhibitors of human LYPLA2. O95372. recombinant LYPLA2, FP-Rh probe fluorescence polarization. inhibition, % at 5.9 µM. actives 0.38% (n = 320,000);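 active = inhibition above the screen-wide mean plus 3 SD, limit set per campaign, cut at about 26% in these data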;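 also: 0% = LYPLA2 with DMSO and 100% = wells lacking LYPLA2 enzyme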
Target sequence (O95372 whole entry, looked up): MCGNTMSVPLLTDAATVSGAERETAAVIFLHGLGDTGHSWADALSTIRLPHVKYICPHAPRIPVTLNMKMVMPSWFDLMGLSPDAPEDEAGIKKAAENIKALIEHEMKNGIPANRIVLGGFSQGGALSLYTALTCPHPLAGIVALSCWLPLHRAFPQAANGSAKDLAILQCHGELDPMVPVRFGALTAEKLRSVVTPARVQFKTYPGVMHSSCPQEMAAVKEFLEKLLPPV
PAFAH1B3 inh – blocks human PAF acetylhydrolase 1B catalytic subunit 3; AID 492972; actives 0.28% (n = 340,000); inhibition, % at 3.39 µM; recombinant PAFAH1B3, FP-rhodamine probe, fluorescence polarization; Q15102;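 active = inhibition above the screen-wide average of all tested compounds plus 3 SD, cut at about 25% in these data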;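 also: 0% = enzyme with DMSO only and 100% = wells lacking PAFAH1B3 protein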
* = called active by the depositor; nt = no result given. A portion of the library (hit frequency here may not be typical).

Each structure is followed by: PME-1 primary, PAFAH1B2 FP inh, LYPLA1 inh, GSTO1 inh, PAFAH1B3 inh, pPAFAH inh, LYPLA2 inh, PAD4 inh, PAFAH2 FP inh
Nc1c(C(=O)NCc2ccccc2)nnn1Cc1cccc(Cl)c1
 : 4.9, 6.6, 3.0, -0.1, 1.0, 3.2, 5.3, -3.0, 1.9
CC(=O)Nc1ccc(OCC(O)CN2CCN(c3ccc(F)cc3)CC2)cc1 (stereo not given)
 : -9.5, 3.7, 3.5, 6.2, 5.0, 0.5, 0.9, -3.7, -2.8
COc1ccc(C(C)(C)C)cc1NC(=O)CCCN1C(=O)NC(C)(C)C1=O
 : -3.9, 4.4, 3.0, nt, 6.8, 3.4, 1.2, 1.9, -1.2
CCCC(NS(=O)(=O)c1ccc(Br)cc1)C(=O)O (stereo not given)
 : 0.7, 13.6, 2.6, -6.4, 3.2, 2.9, -0.4, 1.9, 22.1
c1nc(N2CCOCC2)c2c3c(sc2n1)CCCC3
 : -6.9, 1.1, -1.1, 3.8, 0.1, -0.1, -1.7, -3.3, -0.2
O=C(COC(=O)c1ccc(F)cc1Cl)NC(=O)NC1CCCC1
 : 1.0, 5.8, -1.9, nt, 9.7, 1.1, -0.4, -2.0, 10.5
CCOC(=O)CN(C)C(=O)CCc1nnc(-c2ccsc2)o1
 : -1.8, 7.0, -3.5, 6.2, 0.8, -4.8, -3.4, 1.1, 5.3
NNC(=S)NC1CCCCC1
 : 1.2, 11.9, -3.4, -0.7, 11.2, 5.2, -1.1, 0.2, -5.5
Cc1ccc(NC(=O)C(=O)NCc2ccc(/C=N/NC(=O)c3c(C)nc4cc(C)ccn34)o2)cc1
 : -3.9, nt, -3.6, 3.7, nt, 4.9, -2.9, 1.1, nt
Cc1ccc(C)c(NC(=O)/C(C#N)=C/c2ccc(Sc3nncn3C)c([N+](=O)[O-])c2)c1
 : -0.5, nt, 1.4, 8.4, nt, 8.7, -0.1, -4.2, nt
CCCCc1ncc(CN2CCC(CC3CCCCO3)(C(=O)OCC)CC2)[nH]1 (stereo not given)
 : -4.6, 3.7, -1.1, 3.0, 11.5, 0.7, -2.4, -5.2, 1.1
Cc1ccc(OCC(=O)N(C)C2CCCCC2)c([N+](=O)[O-])n1
 : nt, 8.8, nt, nt, 11.7, -2.3, nt, -6.0, 0.1
CCc1noc(C)c1C(=O)Nc1ccc(-c2nnc3n2CCCCC3)cc1
 : -2.6, 6.2, 0.1, 1.6, 5.6, 7.5, 0.4, 3.2, -2.1
Nc1c(N2CCOCC2)cc(Cl)c2nonc12
 : -0.7, -2.0, -1.0, 19.2, 0.9, 4.7, 3.6, -2.5, -2.4
Cc1ccc(C(=O)C2=C(O)C(=O)N(CCCN(C)C)C23C(=O)N(C)c2ccccc23)o1 (stereo not given)
 : 2.7, 1.7, 2.5, -6.7, 0.3, -0.8, 9.5, -3.1, -0.2
Cc1ccc(S(=O)(=O)N(C)C)cc1NC(=O)CSc1ncc(C(F)(F)F)cc1Cl
 : 8.6, 1.3, 7.4, -0.9, 4.3, 12.0, 7.1, -1.5, 2.4
Cc1ccc(CNC(=O)C2CCCN2S(=O)(=O)c2ccc(F)cc2)cc1 (stereo not given)
 : 2.5, -2.3, -1.1, 0.4, 0.7, -6.9, 0.0, 0.6, 4.3
O=C1C=C(c2cccc(Cl)c2O)C[C@@H](c2ccc3c(c2)OCO3)C1
 : 20.6, 8.1, -2.7, nt, 3.3, 10.7, 3.0, -3.4, 7.3
CN(C)/C=C/C(=O)c1ncc(C(F)(F)F)cc1Cl
 : 3.9, 0.0, 2.2, 7.6, 1.5, 4.6, 5.1, -2.8, 0.8
N/C(=N\OC(=O)CCCOc1ccccc1)c1ccc(Br)cc1
 : 4.3, 80.8*, -1.1, 1.9, 2.8, -0.5, 12.0, -5.0, 3.6
Cc1ccccc1OCC(=O)OC1CCN(C)CC1
 : -3.2, 6.7, -3.4, 2.9, 4.0, -0.7, -0.5, 2.4, -4.2
CC1(C)C2CCC(C2)C1(C)NC(=O)CNCc1cccs1 (stereo not given)
 : 3.7, 7.2, 1.5, 3.8, -1.1, -2.5, 3.8, -2.2, -1.7
COc1cccc(NC(=O)c2ccccc2-c2nc(-c3ccc(F)cc3)no2)c1
 : -30.8, -2.4, -17.0, -11.0, 0.4, -2.5, -31.3, 1.2, -6.4
CC(=O)c1ccc(N2CCN(CN3C(=O)CC4(CCCC4)C3=O)CC2)c(F)c1
 : -2.8, 7.6, 0.7, 0.4, -0.1, 5.5, 0.5, 2.8, 1.8
COc1ccc(C2CC(=O)Oc3c(C(CCN4CCCCC4)c4ccc(N(C)C)cc4)c(OC)cc(OC)c32)cc1 (stereo not given)
 : 6.3, 2.2, -1.6, 1.6, -4.3, 0.7, 6.6, 0.4, -0.8
COc1ccc(NC(=O)c2cc(Cl)ccc2Cl)c([N+](=O)[O-])c1
 : 4.3, 5.4, -4.4, -4.1, -8.0, -1.2, 1.7, -5.2, -61.9
CCCCn1c(SCC(=O)Nc2cccc(OC)c2)nc2ccc(N3CCOCC3)cc2c1=O
 : -4.4, 4.9, -4.4, 22.2, 4.0, 9.5, 0.2, -4.8, 4.2
NC(=O)CN(c1ccccc1)C1SC(=O)N(Cc2ccccc2)C1=O (stereo not given)
 : 4.9, 12.7, 1.8, 4.7, -7.5, 1.1, -2.5, -3.6, 0.0
O=[N+]([O-])c1cc(NS(=O)(=O)c2ccc(Cl)nc2)ccc1Cl
 : 5.4, 4.5, -2.9, -14.2, -2.5, 0.3, 2.1, -5.2, 6.6
Cc1cccc(OCC(=O)Nc2cc(NC(=O)COc3cccc(C)c3)cc(C(=O)O)c2)c1
 : -11.4, -0.5, -6.5, -11.0, 14.3, 1.2, -5.7, -2.6, -9.6
Cc1cc(NC(=O)CSCCc2ccncc2)no1
 : 0.1, -1.0, -1.2, 3.4, 7.5, -3.5, -7.6, 0.0, 1.0
CCOC(=O)c1cccc(NC(=O)CCOc2ccccc2)c1
 : -5.5, 5.5, 0.5, 1.3, -1.1, 1.8, 0.8, 0.6, -0.2
O=C(COC(=O)c1ccccc1OCc1ccccc1Cl)NCC1CCCO1 (stereo not given)
 : nt, 3.8, nt, nt, 10.6, 7.3, nt, 2.4, 5.0
CC(C)Oc1ccc(Cc2c(O)nc(NCCCN(C)C)[nH]c2=O)cc1
 : -5.8, -0.8, 1.8, -7.0, 6.2, 4.4, 5.8, 4.6, 2.0
Nc1ccc2nc(-c3ccccn3)[nH]c2c1
 : 5.5, -3.0, -7.7, 23.8, 10.8, 9.8, -3.2, -9.2, 0.6
O=C(Oc1ccc(Br)cc1)c1cccnc1
 : 3.4, 14.4, -1.8, -5.2, 4.7, 0.6, 1.8, 7.1, 0.8
Cc1cnc(NC(=O)CSc2nc3ccccc3c(=O)[nH]2)s1
 : -4.8, 5.1, -1.4, 1.2, 4.1, 5.5, 8.9, 2.5, -6.5
COc1ccccc1OCc1cc(-c2ccccc2)no1
 : -4.2, 8.2, -3.9, 17.7, 1.9, 2.2, -2.7, -2.7, 0.4
CC(C)N(C(=O)Cn1c(-c2cccnc2)ccc(C#N)c1=O)C(C)C
 : -0.9, 4.5, 3.9, 3.0, 7.2, -4.0, 0.9, 0.0, 6.2
Cc1nnc2n(-c3ccccc3)c(=O)c3c4c(sc3n12)COC(C(C)C)C4 (stereo not given)
 : 1.2, 4.6, -4.5, -7.8, -2.7, 2.6, 0.3, -1.9, -7.1
Cc1ccc(S(=O)(=O)NC(=O)N2CCCC(C)(C)C2)cc1
 : -2.1, 3.4, 1.9, -1.4, 10.9, -1.1, 1.7, 1.0, 4.4
Cc1cc(=O)oc2cc(OCC(=O)c3ccccc3)ccc12
 : -2.7, 3.7, 1.2, -2.2, 12.1, 3.3, 6.6, -2.1, 7.0
CCS(=O)(=O)N1Cc2ccccc2CC1C(=O)NC(C)C12CC3CC(CC(C3)C1)C2 (stereo not given)
 : -0.2, 19.2, -1.1, 6.1, -2.7, 3.5, 2.9, -3.0, 23.1
CC(C)(C)c1ccc(C(=O)N2CCCN(C(=O)c3ccc(C(C)(C)C)cc3)CC2)cc1
 : 5.0, 3.3, 2.5, 1.7, -0.1, 2.5, 8.6, -3.1, 0.2
CN(CC(=O)NCc1ccccc1F)S(=O)(=O)c1ccc(Cl)cc1
 : -0.2, 3.2, 1.1, -1.7, 5.3, -2.6, -6.3, -3.4, 4.3
CCN(CC)Cc1csc(C(N)=O)c1
 : -3.3, -2.9, -0.6, -3.4, -3.2, 3.8, -3.3, -2.0, -2.2
Cc1nn(CC(=O)Nc2ccc3c(c2)CCC3)c(C)c1[N+](=O)[O-]
 : -1.9, -9.4, -4.2, nt, 9.1, -2.7, 1.9, -3.0, 9.4
COc1ccc(C(=O)C2CCN(S(=O)(=O)c3ccc4c(c3)OCCO4)CC2)cc1
 : 3.9, -1.6, -0.8, 3.2, 1.2, 7.4, 7.6, -3.8, -4.1
CCOC(=O)N1CCC(NC(=O)CCN2C(=O)COc3ccccc32)CC1
 : -4.3, 0.7, 0.0, 1.4, 1.6, -4.3, -2.5, -6.0, -1.4
COc1ccc(CNC(=O)CN(Cc2ccc(Cl)cc2)S(=O)(=O)c2ccccc2)cc1
 : 4.6, 4.8, -5.4, -1.8, 3.5, -3.6, -1.6, 0.2, -1.0

(continued)
Each structure is followed by: PME-1 primary, PAFAH1B2 FP inh, LYPLA1 inh, GSTO1 inh, PAFAH1B3 inh, pPAFAH inh, LYPLA2 inh, PAD4 inh, PAFAH2 FP inh
CCS(=O)(=O)N1CCC(C(=O)NCCc2ccc(C)cc2)CC1
 : -3.7, 2.7, -0.9, 1.6, 18.2, -0.7, -5.7, 5.1, 7.5
O=C(O)c1cccc(Nc2c([N+](=O)[O-])c(=O)oc3ccccc23)c1
 : 4.7, 0.8, 4.6, -54.5, 0.5, -2.7, 3.8, -0.6, -0.1
NC(N)=N/N=C/c1ccc(OCc2ccccc2Cl)cc1
 : 1.5, 0.7, -5.0, -0.2, 5.0, -4.6, -5.6, -4.6, -1.6
CN(C)c1ncc(C2=C(Cl)C(=O)C(N3CCCC3)=C(Cl)C2=O)s1
 : 4.3, 9.5, -2.9, 87.7*, 26.9*, 49.5*, 0.1, 7.4, 28.6
Oc1ccc(/C=C/c2cnccn2)cc1
 : -2.0, 5.0, -3.7, 8.9, 4.0, 5.8, -9.1, -2.1, -7.2
CCOc1ccccc1N1CCN(C(=O)NC2CCCCC2)CC1
 : -0.5, 5.9, 6.6, -5.7, -1.6, 2.2, 3.5, -3.5, 5.3
Cc1ccc(S(=O)(=O)NC2c3cccc4cccc(c34)C2Sc2ncccn2)cc1 (stereo not given)
 : -0.1, -4.3, -7.1, -7.1, 0.1, 3.6, -17.6, -2.6, -14.2

Screening data as filed in PubChem.
